# Bioassay records from PubChem BioAssay.
# NOD2 inhibition: NOD2 signaling inhibitors, cell-based, luminescence, uHTS, HEK293 (AID 1566); inhibition, % at 4 µM, or EC50 in µM where a hit was titrated; HEK293 NOD2/NF-kB luciferase reporter, luminescence; higher % means a stronger effect; actives 0.63% (n = 290,000); note: many of its hits are not listed in these tables
# Dynein transport: inhibitors of GR-EGFP nuclear translocation, primary screen, dynein cargo transport inhibitor project, imaging, high-content, 3617.4 mouse cells | test concentration mostly 20 µM; stimulated with dexamethasone, 1 µM; stronger effect = lower value | z-score, hits read low | actives 0.47% (n = 220,000);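 active = plate z-score of nuclear minus cytoplasmic receptor signal below a set negative limit, without overly bright fluorescence or cell loss, cut at about -3.5 in these data, passing the limit was not always enough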;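 note: z-score of nuclear minus cytoplasmic ring GR-EGFP intensity difference per well; some compounds called inactive have numbers as strong as hits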
#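 Medium: Induction medium lacking tetracycline, stripped serum | Probe or stimulus: 1.0 µM final dexamethasone stimulus | Schedule: 48 h induction, then 1 h compound, then 30 min agonist, 37 °C | Signal: Automated 10x imaging of fixed Hoechst-stained cells | Evaluation: Per-cell GR-EGFP intensity, nucleus versus surrounding cytoplasmic ring, well-averaged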
# P. falciparum M17LAP: P. falciparum M17LAP inhibitors, primary screen, biochemical, fluorogenic H-Leu-NHMec substrate, 1536-well (AID 1619); recombinant M17LAP, H-Leu-NHMec fluorogenic kinetic assay; higher % means a stronger effect; Leucine aminopeptidase (Plasmodium falciparum (isolate 3D7)); actives 0.38% (n = 220,000); inhibition, % at 30 µM, or IC50 in µM where a hit was titrated;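 active = compound inhibiting the enzyme by more than half at any dose during confirmatory dose-response retesting; inconclusive = strong single-dose inhibitors picked by rank but not retested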;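 note: plate controls were full reaction with DMSO carrier for no effect and no enzyme background for full effect; strong numbers were not always called active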
# GPR55 beta-arrestin: GPR55 agonists via beta-arrestin recruitment, primary screen, imaging, U2OS cells, beta-arrestin-GFP redistribution (AID 1961); G-protein coupled receptor 55 (Homo sapiens); U2OS GPR55 beta-arrestin-GFP redistribution imaging; higher % means a stronger effect; one-dose activation, % at 10 µM; EC50 in µM for titrated hits; actives 0.048% (n = 290,000);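 active = activation above 40% with more than 50 cells counted in the well; inconclusive = wells holding fewer than 50 cells, flagged as toxic or sparse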;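 note: U2OS osteosarcoma cells stably expressing GPR55 and beta-arrestin-GFP; plate controls were DMSO negative control for no effect and LPI positive control for full effect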
# AID2073: inhibitors of Mint1-CaV2.2 protein interaction, biochemical, HTRF (AID 2073) | Voltage-dependent N-type calcium channel subunit alpha-1B (Homo sapiens) | HTRF protein-protein interaction, Mint1-CaV2.2; higher % means a stronger effect | one-dose inhibition, % at 20 µM; IC50 in µM for titrated hits | actives 0.19% (n = 290,000); in the data active = inhibition mostly above about 51%, no sharp cut-off; inconclusive = no clear call, values can overlap the other calls; inactive = mostly below about 53%; note: some results filed as inactive read as strong as hits
# KOR beta-arrestin-1: KOR antagonists, beta-arrestin recruitment, cell-based, luminescence, uHTS (AID 1778); inhibition, % at 10 µM; hits with a dose series show IC50 in µM; actives 0.091% (n = 290,000); Kappa-type opioid receptor (Homo sapiens); KOR beta-arrestin recruitment, luminescence, antagonist mode; higher % means a stronger effect; note: strong numbers were not always called active
# NOD1 inhibition: NOD1 signaling inhibitors, primary screen, cell-based, luminescence, uHTS (AID 1578) | actives 1% (n = 290,000) | NOD1-driven NF-kB luciferase reporter cells, luminescence; higher % means a stronger effect | inhibition, % at 4 µM, or EC50 in µM where a hit was titrated; in the data active = inhibition mostly above about 36%, no sharp cut-off; inactive = mostly below about 34%;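 note: HEK-293T reporter cells stimulated with the NOD1 agonist gamma-tri-DAP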
# KOR beta-arrestin-2: KOR agonists, beta-arrestin recruitment, primary screen, cell-based, luminescence, uHTS (AID 1777). KOR beta-arrestin recruitment, luminescence; higher % means a stronger effect. actives 0.02% (n = 280,000). Kappa-type opioid receptor (Homo sapiens). activation, % at 10 µM, or EC50 in µM where a hit was titrated; in the data active = activation above about 50%, passing the limit was not always enough; note: a part of the inactive calls stands beside numbers as strong as those of hits
# P. falciparum M1AAP: P. falciparum M1AAP inhibitors, biochemical, fluorogenic H-Leu-NHMec substrate, 1536-well (AID 1445) | Aminopeptidase N (Plasmodium falciparum (isolate 3D7)) | recombinant M1AAP, H-Leu-NHMec fluorogenic kinetic assay; higher % means a stronger effect | inhibition, % at 30 µM; hits with a dose series show IC50 in µM | actives 0.42% (n = 220,000);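 active = primary inhibition above the hit cutoff, then over 50% inhibition at one or more dose response concentrations, cut at about 23% in these data, passing the limit was not always enough; inconclusive = conflicting primary data, or primary hits not chosen for dose response; inactive = low primary inhibition, or under 50% at every dose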;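 note: plate controls were DMSO full reaction for no effect and no enzyme background for full effect; strong numbers were not always called active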
# Dynein transport cytoplasmic EGFP: also measured in Dynein transport; calls as there; z-score; measured here: cytoplasmic GR-EGFP intensity; stronger effect = higher value
# Dynein transport nuclear GR-EGFP: also measured in Dynein transport; calls as there; z-score; measured here: nuclear GR-EGFP intensity;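 lower value marks the stronger effect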
# Dynein transport cell count: recorded beside Dynein transport, whose call it bears; z-score; measured here: cell count per field
# * = called active by the depositor; ? = inconclusive; / = no result given; [ ] = dose if it differs, or a comment. Cut-off read from the data, not from the text of the source, unless noted: active = inhibition above about 50%; inactive = the rest.
# Values run as follows: NOD2 inhibition, Dynein transport, Dynein transport cytoplasmic EGFP, Dynein transport nuclear GR-EGFP, Dynein transport cell count, P. falciparum M17LAP, GPR55 beta-arrestin, AID2073, KOR beta-arrestin-1, NOD1 inhibition, KOR beta-arrestin-2, P. falciparum M1AAP
1: COc1ccc(NC(=S)NCCc2ccc(S(N)(=O)=O)cc2)c(OC)c1
  2%, -0.65, -0.35, -0.48, 1.2, 12%, -0.4%, -15%, 6%, -30%, 0.1%, 6%
2: CNc1nn(-c2cccc(Cl)c2)nc1N
  -33%, 1.3, -0.23, 1.2, -0.5, -17%, 0.3%, -24%, 15%, -40%, -1.2%, 8%
3: CC1CCN(C(=O)CNC(=O)CNS(=O)(=O)c2ccccc2)CC1
  9%, /, /, /, /, /, -0.1%, 2%, -21%[20 µM], -15%, -3.0%, /
4: Cc1cccc(-n2c(CNC(=O)Cc3ccccc3)n[nH]c2=S)c1
  19%, -0.48, -0.24, -0.095, 0.77, 3%, 0.2%, 18%, 4%, -19%, -1.6%, -4%
5: CCNc1nc2[nH]c(=O)c3c(c2s1)OC(N)=C(C#N)C3c1ccc(C)cc1 (stereo not drawn)
  11%, -0.81, -0.18, -0.49, -0.29, -5%, 0.0%, 8%, -81%, 9%, 0.7%, 18%
6: CCOC(=O)c1ccc2c(c1)N(C)C(=O)c1ccccc1S2
  -14%, /, /, /, /, /, 0.0%, 9%, 9%, -10%, -0.2%, /
7: COC(=O)c1ccccc1Sc1snnc1C
  17%, -0.89, -0.25, -0.38, 0.63, -3%, -0.1%, -3%, -37%[20 µM], -25%, 3.0%, 2%
8: COc1ccccc1N1CCN(C(=O)/C=C/c2cccc([N+](=O)[O-])c2)CC1
  -10%, 0.6, -0.26, 0.36, -0.6, -6%, -0.2%, 0%, -24%, 18%, 1.5%, 0%
9: CCOC(=O)C1=C(N)Oc2c(c(=O)[nH]c3ccccc23)C1c1ccccc1 (stereo not drawn)
  6%, -0.91, -0.19, -0.28, 0.95, 1%, 0.0%, -9%, -19%, 9%, 0.9%, -1%
10: O=c1[nH]n(-c2ccc(F)cc2)c2ncccc12
  1%, -0.42, -0.22, -0.53, 0.36, 15%, 0.6%, 7%, -28%, 3%, 7.1%, 6%
11: CCOc1cc(CNCc2ccncc2)cc(Br)c1OCc1ccc(F)cc1
  18%, -0.099, -0.21, -0.21, -0.39, 3%, 0.1%, -5%, -3%, 6%, 1.7%, -7%
12: Cc1cccc(C)c1NC(=O)CS(=O)CC(=O)NCCCc1ccccc1 (stereo not drawn)
  20%, -0.27, -0.23, -0.46, 0.46, -9%, 0.0%, 22%, -6%, 16%, -2.2%, 1%
13: O=C(COC(=O)Cc1cccs1)NCc1ccc(F)cc1
  16%, /, /, /, /, /, -0.1%, 9%, 15%, -18%, -1.5%, /
14: Cc1ccc(C(=O)/C=C\Nc2ccc(C)c(C)c2)cc1
  -118%, -0.51, -0.29, -0.52, 0.72, 12%, 0.1%, -1%, -50%, -29%, 2.7%, 4%
15: O=C(NCCc1ccccc1)c1noc2c1CCCCC2
  12%, -0.052, -0.24, -0.17, 0.32, -1%, -0.4%, 2%, 2%, -71%, -3.5%, 3%
16: CCc1ccc(-c2cn3nc(C)c(C)nc3n2)cc1
  24%, 0.48, -0.077, 0.17, 0.48, 2%, 0.0%, 47%, 22%, 76%*, -2.8%, 5%
17: COC(=O)C1=CN(c2ccc(F)cc2)C=C(C(=O)OC)C1c1cccc(Br)c1
  9%, /, /, /, /, /, -0.1%, 10%, 14%, -36%, -2.7%, /
18: CCOC(=O)c1[nH]c(CSc2nnnn2-c2ccccc2C)c(C(=O)OCC)c1C
  -6%, -0.065, -0.11, 0.42, -0.15, -1%, 0.2%, 3%, -22%, -11%, 1.4%, 4%
19: CCOc1ccc(C2=C(C=C(C#N)C#N)C(c3ccccc3)c3ccccc3O2)cc1 (stereo not drawn)
  5%, -1.1, -0.2, -0.41, 1.4, -9%, 0.1%, 21%, 2%, 47%, 4.2%, 2%
20: Cn1nc(C(F)(F)F)c(-c2cccc(C(F)(F)F)c2)c1NC(=O)c1cccnc1
  30%, -0.053, -0.23, 0.39, -0.095, 5%, 0.7%, -6%, 11%, 1%, 0.6%, 3%
21: O=C1COc2ccc(C(=O)COC(=O)c3cnc(Cl)c(Cl)c3)cc2N1
  2%, -1.1, 0.24, -0.0037, -0.36, 0%, -0.6%, 16%, 8%, -38%, 0.2%, 13%
22: CCCCc1c(C)nc2nc(SCc3ccc(Cl)cc3)[nH]n2c1=O
  28%, /, /, /, /, /, -0.1%, -7%, 15%, 26%, -4.5%, /
23: CCOC(=O)N1CCN(Cc2cn3ccccc3n2)CC1
  1%, 0.83, -0.28, 0.54, 0.23, 1%, -0.1%, 5%, -4%, -28%, 6.1%, 8%
24: Cc1ccsc1/C=N\NC(=O)Cn1nnc2ccccc21
  11%, -0.12, -0.2, -0.2, 0.11, 30%, -0.2%, -8%, -11%, -9%, 4.8%, 8%
25: Oc1ccc2ccccc2c1/C=N/c1nc2c(s1)CCCC2
  1%, -0.37, -0.14, 0.14, 0.37, -6%, -0.1%, -8%, -63%, -1%, 1.3%, 12%
26: CCCn1c(=O)c2c(C(F)(F)F)cc(-c3cccs3)nc2n(CCC)c1=O
  27%, -0.66, -0.27, -0.36, 0.36, 8%, 0.4%, 0%, -21%, 0%, -2.8%, 2%
27: CCOC(=O)C1(CC2CC2)CCN(Cc2cn(C)c3ccccc23)CC1
  -12%, 1.2, -0.12, 0.45, -1.1, 1%, 0.2%, -17%, -4%[20 µM], 1%, /, -1%
28: COc1ccc(Cl)cc1NC(=O)CN1CCN(S(=O)(=O)N2CCC(C)CC2)CC1
  10%, /, /, /, /, /, -0.2%, -9%, -31%, -3%, 0.7%, /
29: Cc1ccc(NC2=C(Cl)C(=O)c3ccccc3C2=O)cc1
  /, 0.66, -0.22, 0.63, -1.4, 11%, 0.3%, -9%, 37%, /, -0.6%, 4%
30: C/C=C/C=N/Nc1nc(C)cc(=O)[nH]1
  21%, -0.3, -0.18, -0.56, 0.34, -4%, 0.2%, -6%, -35%, -15%, 1.9%, 1%
31: CCOC(=O)C1C(=O)C=C(c2cccs2)CC1c1ccccc1 (stereo not drawn)
  14%, -0.52, -0.12, -0.37, -0.4, -1%, -0.5%, 0%, 27%, -20%, -0.8%, 8%
32: O=C(O)c1cc(NS(=O)(=O)c2ccc(N3CCOCC3)c([N+](=O)[O-])c2)cc(C(=O)O)c1
  7%, -0.25, -0.21, 0.19, -0.91, 23%, -0.2%, 10%, 45%, -16%, -5.4%, 1%
33: COc1cccc(N(C(=O)c2snc(C(N)=O)c2N)C(C(=O)NCc2ccccc2)c2ccc(O)cc2)c1 (stereo not drawn)
  8%, /, /, /, /, /, 0.3%, -2%, -56%, -14%, 3.3%, /
34: CN(Cc1ccccc1)C(=O)c1ccccc1C(=O)O
  26%, -0.38, -0.32, 0.14, 0.87, 0%, 0.3%, 22%, -10%, -17%, -1.9%, 4%
35: Nc1c(-c2cccs2)cnn1-c1nc(-c2ccc(F)cc2)cs1
  -6%, 0.25, -0.13, 0.86, 0.25, 11%, -0.1%, 14%, -24%, /, -3.1%, -2%
36: CCC1CCCCN1CCCNC(=O)CCCOc1cc(=O)n(C)c2ccccc12 (stereo not drawn)
  7%, -0.4, -0.28, -0.11, 0.47, -1%, 0.5%, 5%, 4%, -43%, 1.3%, -2%
37: Cc1cc(C)c(NC(=O)CSc2ccc(-c3cccnc3)nn2)c(C)c1
  -4%, -1, -0.19, -0.56, 0.86, 29%, 0.6%, -14%, -33%, 25%, 1.8%, 10%
38: CCc1cccc(NS(=O)(=O)c2c(C)n[nH]c2C)c1
  24%, -1, -0.28, -0.35, 0.26, -1%, -0.1%, 23%, -16%, 9%, 0.5%, 6%
39: CCn1cc(C(=O)N2CCc3ccccc32)c(=O)c2cc(S(=O)(=O)N3CCCC3)ccc21
  1%, -0.77, -0.26, 0.38, 0.42, 1%, -0.1%, -8%, 33%, -12%, -3.6%, 4%
40: O=S(=O)(NCc1cc(-c2ccccc2)no1)c1ccccc1Cl
  12%, 0.1, -0.095, -0.25, 0.33, 7%, -0.4%, 3%, 16%, -30%, -1.1%, 4%
41: Cc1nnc(SCc2cc([N+](=O)[O-])cc3c2OCOC3)n(N)c1=O
  12%, -0.48, -0.4, -0.77, 1.4, 2%, -0.2%, 22%, -23%, -21%, 0.0%, 0%
42: CC(C)Cn1c(SCC(=O)N2CC(=O)Nc3ccccc32)nc2ccccc21
  10%, 3.8, -0.13, 1.7, -2.1, -1%, -0.1%, -10%, -38%, -2%, -0.2%, 0%
43: CCCCNCc1nc2ccccc2c(=O)[nH]1
  9%, 0.0064, -0.31, -0.079, 0.72, 4%, 0.1%, 10%, -26%, -19%, 3.2%, 2%
44: Cc1noc(C)c1COc1ccccc1C(=O)NCCc1ccc(S(N)(=O)=O)cc1
  11%, /, /, /, /, /, 0.0%, 4%, 30%, -37%, -3.7%, /
45: CCn1c(SCC(=O)c2ccc3ccccc3c2)nnc1-c1ccco1
  22%, 0.082, -0.2, 0.14, 0.71, 11%, 0.3%, 6%, 19%, -15%, -0.9%, 1%
46: Cc1ccc2c(CN3C(=O)NC4(CCCCC4)C3=O)cc(=O)oc2c1C
  12%, 0.48, -0.2, 0.42, 0.7, 7%, 0.3%, 9%, -9%, -16%, -0.3%, 9%
47: O=C(CSc1ccc(-c2ccncc2)nn1)N1CCCCC1
  18%, -0.65, 0.031, -0.34, 0.52, 5%, -0.2%, 13%, -33%, 0%, -1.2%, 2%
48: O=C(CCS(=O)(=O)c1ccc(Cl)cc1)NCCC1=CCCCC1
  -9%, /, /, /, /, /, -0.1%, 13%, -13%, -18%, 4.9%, /
49: CC(=O)Nc1cccc(-n2nnc(SCC(=O)N(C)c3ccccc3)n2)c1
  8%, 0.097, -0.3, -0.04, 1.1, 5%, -0.1%, ?, 12%, -4%, -2.8%, -1%

# The list is partial; count on the stated rates, not on these rows.
